# High-throughput results (PubChem)
# COUP-TFII inh – inhibitors of human COUP-TFII (NR2F2); P24468; HEK293T NGFI-A luciferase reporter, luminescence; inhibition, % at 8.6 µM; 370,000 tested, 0.7% active; AID 686940;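 active = inhibition above a per-plate cutoff, mean inhibition of test wells between control levels plus 3 SD, cut at about 38% in these data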;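 note: cells cotransfected with COUP-TFII expression vector driving the NGFI-A reporter; 0% = median of COUP-TF2 test wells and 100% = reporter-only cells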
# Target sequence (P24468 whole entry, looked up): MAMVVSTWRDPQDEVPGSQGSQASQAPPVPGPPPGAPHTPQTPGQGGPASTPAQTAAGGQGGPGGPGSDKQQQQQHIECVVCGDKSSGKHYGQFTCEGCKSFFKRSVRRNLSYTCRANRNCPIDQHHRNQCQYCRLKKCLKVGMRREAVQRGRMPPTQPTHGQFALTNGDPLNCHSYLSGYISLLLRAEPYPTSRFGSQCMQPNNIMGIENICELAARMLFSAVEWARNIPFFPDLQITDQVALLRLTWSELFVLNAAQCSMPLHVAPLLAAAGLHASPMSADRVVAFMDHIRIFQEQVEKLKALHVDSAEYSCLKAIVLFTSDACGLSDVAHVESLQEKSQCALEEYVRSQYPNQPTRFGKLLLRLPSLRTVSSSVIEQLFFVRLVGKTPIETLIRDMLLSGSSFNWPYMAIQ
# Active calls of the source: *; & = joins results of further samples.
COUP-TFII inh	Compound
-12	COC(=O)C1=C(C)N(Cc2ccccc2C(F)(F)F)C(=NCc2ccc3c(c2)OCO3)NC1c1ccccc1C(F)(F)F (centres undefined)
20	COC(=O)[C@]12C[C@H](CC(=O)N3CCCCC3)C(=O)N(Cc3cccc4ccccc34)C1=C[C@H](C(C)C)O[C@@H]2C1CC1
-2	O=C(Nc1ccc(Cl)c(C(F)(F)F)c1)NC1CC2CCCC(C1)N2Cc1ccccc1 (centres undefined)
9	CCn1c(SCC(=O)Nc2ccc(C(C)C)cc2)nnc1-c1ccc(C(C)(C)C)cc1
-12	Cc1ccc(OC2CCN(C(=O)[C@@H](Cc3ccccc3)NC(=O)[C@H]3O[C@@H](n4ccc(=O)[nH]c4=O)[C@H](O)[C@@H]3O)CC2)cc1
-30	CN(CCc1ccccn1)C(=O)Cn1nc(-c2ccccc2)ccc1=O
13	Cc1ccccc1CC(=O)N1CCC(n2nnc3ncccc32)CC1
-6	c1ccc(-c2cccc3[nH]cc(-c4ccccc4)c23)cc1
-12	O=C(O)c1cc(Cl)c(Cl)cc1C(=O)Nc1cccnc1
10	Cc1cc(N2CCNC[C@H]2C)ccc1N1CCN(Cc2ccccc2)[C@@H](C)C1

COUP-TFII inh	Compound
-6	O=C1N[C@@H](Cc2ccccc2)C(=O)N2[C@H]1CSCCS2(=O)=O
5	COC(=O)c1ccc(CN2C(=O)[C@]3(OCCC=C[C@H]3C)c3c(Br)cccc32)cc1
14	COC(=O)c1[nH]c2ccc(F)cc2c1NC(=O)CCN1CCN(C(=O)c2ccco2)CC1
18	CCOC(=O)C1=C(Nc2ccc(Br)cc2)C(=O)N(CC)C1
1	CCCCNC(=O)C[C@H]1C[C@@]2(C(=O)OC)C(=C[C@H](C3CCCC3)O[C@@H]2C)N(CCC2=CCCCC2)C1=O
-9	CN(CCOC(=O)c1cccs1)C1CN(Cc2cn(Cc3ccccc3Cl)nn2)S(=O)(=O)C1 (centres undefined)
-8	CCCC1CCC2(CCC(=O)N2CCSc2ccccc2)CC1 (centres undefined)
-4	Cc1ccc(OC(=O)c2ccc3nc(C)sc3c2)cc1
-15	O=S1(=O)c2c(cccc2N2CCC[C@H]2CO)O[C@@H]2CCN1C2
6	C=CCn1c(SCc2cccc(C(F)(F)F)c2)nnc1-c1ccc(OC)cc1

COUP-TFII inh	Compound
-6	COC(=O)c1cccc(Nc2cc(C)n(-c3cccc(C(=O)OC)c3)c(=O)c2)c1
-2	N#Cc1cccc(NC(=O)COC(=O)c2ccc3c(=O)n4c(nc3c2)CCC4)c1
24	CCCCOCCCNC(=O)C[C@H]1C[C@@]2(C(=O)OC)C(=C[C@H](COCc3ccccc3)O[C@@H]2C)N(Cc2ccc3c(c2)OCO3)C1=O
-2	CC(C)[C@H](NC(=O)C1CCCC1)C(=O)N1CCC[C@H]1C(=O)NCc1ccccc1
16	CC(c1ccccc1)n1cc(C(=O)N2CCCN(Cc3ccccc3)CC2)nn1 (centres undefined)
-3	Fc1ccc(C2=Nn3c(nnc3C3CCCCC3)SC2)cc1
-1	CC(C)CNc1ccc2c(c1)OC[C@H](C)NS2(=O)=O
-3	C=CCN(CC#CCN(C)C(=O)c1cccn1C(=O)OC(C)(C)C)Cc1ccc(OC)cc1OC
-15	CC(C)c1ccc(NC(=O)OC2CCC23CCC(c2ccccc2)CC3)cc1 (centres undefined)
-14	Nc1c(O)ccc2c1C(=O)c1ccccc1C2=O

COUP-TFII inh	Compound
8	O=S(=O)(CC1NCc2cc(F)ccc21)NCCc1ccccc1 (centres undefined)
7	CC(c1ccccc1)n1cc(C(=O)N2CCCC2)nn1 (centres undefined)
-10	COC(=O)C1=C(C)N(Cc2cccc(C(F)(F)F)c2)C(=NCc2ccc(C(F)(F)F)cc2)NC1c1cccc(F)c1 (centres undefined)
10	COCCN1C(=O)[C@H]2C[C@@]13O[C@H](C1CCCCC1)N=C3CC1c3ccccc3C[C@@]12C (some centres undefined)
3	O=C(N[C@@H](Cc1ccccc1)c1nc2ccccc2[nH]1)c1ccc([N+](=O)[O-])cc1
-4	Clc1ccc([C@H]2OC[C@@]3(CNCc4ccccn4)CS[C@H](c4ccc(Cl)cc4)N23)cc1
-16	CCCCNS(=O)(=O)CC1NCc2cc(OC)ccc21 (centres undefined)
-62	CCS(=O)(=O)Nc1cccc(-c2ccc3nnc(C)n3n2)c1
-55	CCn1c(SCC(=O)Nc2ccc(C(N)=O)cc2)nc2sc(C)c(C)c2c1=O
-25	C=CCOC(=O)C(CO)NC(=O)CCCC(=O)O (centres undefined)

COUP-TFII inh	Compound
22	COC(=O)C1=C(C)N(Cc2cccc(C(F)(F)F)c2)C(=NCc2ccc(C(F)(F)F)cc2)NC1c1ccccc1C(F)(F)F (centres undefined)
8	COC(=O)c1cc2c(c3c4cc(OC)ccc4n(S(=O)(=O)c4ccc(C)cc4)c13)C(=O)N(Cc1ccccc1)C2
-5	CCc1nnc(NC(=O)c2ccc3c(c2)C(=O)N(CC(C)C)C3=O)s1
-2	COc1ccc(S[C@]2(C(=O)N(C)C)CC(=O)N(c3ccc(OC)cc3)[C@@H]2c2ccc(OC)cc2)cc1
-14	NC(=O)NN=C1CCC(O)CC1CC(=O)O (centres undefined)
-8	O=C(NCCO)[C@H](Cc1ccccc1)NC1(C(=O)NCCc2c[nH]c3ccccc23)CCCCC1
-11&13	Cc1ccc(C2CCC3(CCC(=O)N3CCO)CC2)cc1 (centres undefined)
2	O=C(Nc1ccccc1Cl)O[C@@H]1CC[C@@]23CCCN2C(=O)CCC[C@H]3C1
4	Nc1[nH]c(C(=O)c2ccc(Br)cc2)c(-c2ccccc2Cl)c1C(=O)NCCc1c[nH]c2ccccc12
1	CCCCOC(=O)CCN1C(=O)/C(=C/c2ccccc2)SC1=S

COUP-TFII inh	Compound
11	Cc1ccc(Cc2cnc(NC(=O)C3=NCCN3)s2)cc1
-4	COc1cccc(/C=C2\CC3(OC(=O)C(C)(C)C)CCCN2C3)c1 (centres undefined)
-7	CCC(=O)N(C)C[C@@H]1[C@H](c2ccc(C3=CCCCC3)cc2)[C@H](CO)N1C(=O)CC
9	Cc1ccc(NC(=S)NNC(=O)CSc2nnc(SCc3ccccc3Cl)s2)cc1
-33	Cc1nn2c3cc(N4CCOCC4)ccc3nc2c2ccccc12
17	CC1(c2ccccc2)CC(=O)N(c2ccc(NC(=O)c3ccccn3)cc2Cl)C1=O (centres undefined)
4	COC(=O)[C@]12C[C@H](CC(=O)NCCCCc3ccccc3)C(=O)N(Cc3ccc(Cl)cc3Cl)C1=C[C@H](C(C)(C)C)O[C@@H]2C
-7	C[C@H]1[C@@H](NC(=O)/C=C/c2ccccc2)CC[C@@]23CCCN2C(=O)CCC[C@@H]13
3	CC(C)C[C@H](NC(=O)c1ccc(Cl)cc1Cl)C(=O)N1CCC[C@H]1C(=O)NCc1ccccc1
0	CC(COc1cccc(C#N)c1)CN1CCC(C(O)(c2ccccc2)c2ccccc2)CC1 (centres undefined)

COUP-TFII inh	Compound
1	C#CCCN([C@@H](CC(C)C)C(=O)OC)S(=O)(=O)c1ccc(F)cc1Br
-7	COc1ccc(-c2cc(C(=O)N(C3CCCCC3)C3CCCCC3)no2)cc1
-2	Cn1c(=O)oc2cc(S(=O)(=O)N3CCN(CCO)CC3)ccc21
-6	CC(C)[C@H]1Cn2nncc2Cn2c3ccccc3c(=O)n21
3	COC(=O)c1ccc(C23CC4(C2)[C@H](CN(Cc2ccc(-c5ccccc5)cc2)[C@@H]4c2ccccc2)C3c2ccc(C(F)(F)F)cc2)cc1 (some centres undefined)
3	CC(C)CNC(=O)OCc1cn(Cc2ccccc2Cl)nn1
3	CCOc1cc(OCC)cc(C(=O)N2CCC[C@@H]2C(=O)N2CCC[C@H]2C(=O)NCc2ccccc2)c1
-15	CCc1ccc(-c2nc(CN3CCC(C(=O)NCc4ccco4)CC3)c(C)o2)cc1
12	Cc1cc(N2CCNC[C@@H]2C)ccc1N1C[C@@H](C)O[C@@H](C)C1
11	O=C(/C=C(\Nc1ccc(Cl)c(C(F)(F)F)c1)c1ccccc1)c1ccccc1

COUP-TFII inh	Compound
2	O=C(c1ccc(Cl)c(Cl)c1)N1CCC(Oc2cccnc2)CC1
9	COc1ccc(S[C@]2(C(=O)N(C)C)CC(=O)N(c3ccccc3)[C@@H]2c2ccc(OC)cc2)cc1
3	O=C1NC(Cc2ccccc2)c2nc3cc(Cl)ccc3c(=O)n2-c2ccccc21 (centres undefined)
-9	CCOc1ccc(NC(=O)CSc2nnc(-c3n[nH]c4c3CCC4)n2N)cc1
0	CC(C)[C@H](NS(=O)(=O)c1ccc(F)cc1F)C(=O)N1CCC[C@H]1C(=O)NCCc1ccccc1Cl
-52	Cc1ccc(C(=O)NC2=NCCS2)cc1
-14	C=CCn1c(SCC(N)=O)nnc1-c1ccc(C)cc1
9	CC(C)(C)OC(=O)NCc1cc(F)ccc1/C=C/S(=O)(=O)NCCc1ccccc1
-19	O=C(Cn1nnc(-c2ccc(N3CCOCC3)cc2)n1)c1cccc(F)c1
0	CC(C)[C@H](NC(=O)c1cccs1)C(=O)N1CCC[C@H]1C(=O)NCc1ccccc1

COUP-TFII inh	Compound
0	Clc1ccc(C(Cn2ccnc2)OCc2ccsc2Cl)c(Cl)c1 (centres undefined)
3	CCOc1cc(-n2nc(C)c(C#N)c2N)nc(SC)n1
-3	COC(=O)[C@]12C[C@H](CC(=O)NCc3cccc(C(F)(F)F)c3)C(=O)N(Cc3ccc(Cl)cc3Cl)C1=C[C@H](COCc1ccccc1)O[C@@H]2C
-6	CCC(=O)OCCCN1C(=O)CCC12CCC(c1ccccc1)CC2 (centres undefined)
13	CC(=O)C1=C(C)N(Cc2ccc(Br)cc2)C(=S)NC1c1cccc(Cl)c1 (centres undefined)
4	COc1cccc(CNC(=O)CCCCCn2c(=S)[nH]c3ccc(N4CCOCC4)cc3c2=O)c1
8	COC(=O)C1=C(C)N(Cc2ccc(C(F)(F)F)cc2)C(=NCc2ccccc2)NC1c1ccccc1 (centres undefined)
-6	O=C(CCc1nc(-c2ccccc2F)no1)NCCc1cccc(F)c1
-3	O=C(NCCCc1ccccc1)OC1CC2CC1[C@H]1CCCCN1[C@H]2Cc1ccccc1 (some centres undefined)
6	CCn1c(=O)n(CC(=O)N2CCCN(Cc3ccccc3)CC2)c(=O)c2ccccc21

COUP-TFII inh	Compound
-30	CCCCOc1ncnc2c1[nH]c1ccc(OC)cc12
4	Cc1ccccc1CN[C@@H]1CC[C@@]23CCCN2C(=O)CCC[C@H]3C1
6	O=C(Cn1c(O)c(N=NC(=O)c2ccncc2)c2ccccc21)Nc1ccccc1
2	COC(=O)CC#C[C@H](C)[C@@H](NS(=O)(=O)c1ccc(C)cc1)C1CCCCC1
10	O=C(CSc1nnc(-c2cnccn2)n1-c1ccccc1)c1ccc(F)cc1
20	CC(C)(N[C@@H](Cc1ccccc1)C(=O)NCC(c1ccccc1)c1ccccc1)C(=O)NC1CCCCC1
0	CCOC(=O)Cn1cc(CN2CCS(=O)(=O)N(Cc3ccc(Cl)cc3)C(C(=O)OC)C2)nn1 (centres undefined)
-4	O=C1c2ccccc2S(=O)(=O)c2cc(N3CCN(C(=O)c4ccccc4)CC3)ccc21
-3	O=S1(=O)c2c(NCc3ccco3)cccc2Oc2ccccc2CN1Cc1cn(Cc2ccc(Cl)cc2)nn1
-29	O=C(NN=Cc1cccc(OCc2ccccc2)c1)c1cc(-c2ccc(Cl)cc2)n[nH]1

# Three compounds from above, sorted by length of the SMILES, descending:
COUP-TFII inh	Compound
-3	O=S1(=O)c2c(NCc3ccco3)cccc2Oc2ccccc2CN1Cc1cn(Cc2ccc(Cl)cc2)nn1
-29	O=C(NN=Cc1cccc(OCc2ccccc2)c1)c1cc(-c2ccc(Cl)cc2)n[nH]1
-30	CCCCOc1ncnc2c1[nH]c1ccc(OC)cc12

# (further entries)
COUP-TFII inh	Compound
-15	CC(C)N1CCCCC(NC(=O)c2ccccc2)C1=O (centres undefined)
2	Cc1cccc(-c2noc(CCC(=O)NC3CCCC3)n2)c1
12	Cc1ccnc(NS(=O)(=O)c2ccc(C(C)(C)C)cc2)c1
-2	CCC(CO)Nc1cccc2c1S(=O)(=O)N(Cc1cn(Cc3ccccc3C(F)(F)F)nn1)Cc1ccccc1O2 (centres undefined)
-18	COC(=O)C1=C(C)N(Cc2ccccc2C(F)(F)F)C(=NCC2CC2)NC1CCc1ccccc1 (centres undefined)
-28	C[C@@H]1ON(C)[C@H]2C[C@H]3c4[nH]c5c(-c6cc(Cl)cc(Cl)c6)cccc5c4CCN3C(=O)[C@@H]12
-16	COC(=O)C1=C(C)N(Cc2ccccc2)C(=S)NC1c1cccc(OC)c1 (centres undefined)
-15	CC12CCC3c4ccc(OCCCO)c([N+](=O)[O-])c4CCC3C1CCC2=O (centres undefined)
1	CC(C)(C)OC(=O)NCc1ccccc1/C=C/S(=O)(=O)NCc1ccc(F)cc1
-6	CCCn1cc(CCC(=O)Nc2ccc(Oc3cccnc3)cc2)c2ccccc21
-3	O=C(c1c[nH]c2ccccc12)N1CCC(Oc2cccnc2)CC1
12	C=CCN(C)C(C#CCCCC)c1ccccc1 (centres undefined)
-11	Cc1ccc(NC(=O)OC2CC3CC2[C@H]2CCCCN2C3)cc1C (some centres undefined)

# Seven of the compounds above, as tab-separated lines:
Compound	COUP-TFII inh
O=C(Cn1c(O)c(N=NC(=O)c2ccncc2)c2ccccc21)Nc1ccccc1	6
COC(=O)CC#C[C@H](C)[C@@H](NS(=O)(=O)c1ccc(C)cc1)C1CCCCC1	2
O=C(CSc1nnc(-c2cnccn2)n1-c1ccccc1)c1ccc(F)cc1	10
CC(C)(N[C@@H](Cc1ccccc1)C(=O)NCC(c1ccccc1)c1ccccc1)C(=O)NC1CCCCC1	20
CCOC(=O)Cn1cc(CN2CCS(=O)(=O)N(Cc3ccc(Cl)cc3)C(C(=O)OC)C2)nn1 (centres undefined)	0
O=C1c2ccccc2S(=O)(=O)c2cc(N3CCN(C(=O)c4ccccc4)CC3)ccc21	-4
O=S1(=O)c2c(NCc3ccco3)cccc2Oc2ccccc2CN1Cc1cn(Cc2ccc(Cl)cc2)nn1	-3

# This is a subset (hit frequency here may not be typical).
